# Screens deposited in PubChem BioAssay by several laboratories.
# Rv3671c inh = Rv3671c (M. tuberculosis) protease inhibition; inhibition, % at 5.96 µM; hit rate 0.048% among 320,000; AID 2606; in the data active = inhibition above about 38%;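 also: extracellular domain of Rv3671c used as enzyme; 0% = enzyme with DMSO and 100% = no enzyme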
# MazEF act = MazEF (E. coli) toxin RNase activation; P0AE70; activation, % at 20 µM; AID 504720; FAM/BHQ RNA-DNA oligo cleavage fluorescence, 5 h; hit rate 0.32% among 350,000; in the data active = activation above about 50%
# DUSP3 inh = DUSP3 (human) phosphatase inhibition. P51452. recombinant VHR phosphatase, pNPP absorbance. inhibition, % at 13.3 µM. hit rate 0.52% among 290,000; in the data active = inhibition above about 50%; also: some compounds called inactive have numbers as strong as hits
# Target sequence (P51452 whole entry, looked up): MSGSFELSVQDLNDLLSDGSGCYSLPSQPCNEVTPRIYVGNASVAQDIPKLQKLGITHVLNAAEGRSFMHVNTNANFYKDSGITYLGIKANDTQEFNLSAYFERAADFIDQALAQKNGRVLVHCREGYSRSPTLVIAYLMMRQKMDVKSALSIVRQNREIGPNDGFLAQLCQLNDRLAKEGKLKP
# PfHsp40 rescue = compounds rescuing yeast from Plasmodium falciparum HSP40 toxicity; AID 504582; S. cerevisiae expressing PfHsp40, growth rescue, ATP luminescence; growth rescue, % at 12.5 µM; hit rate 0.68% among 340,000; in the data active = growth rescue above about 28%, passing the limit was not always enough; inconclusive = no clear call, values can overlap the other calls;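 also: yeast W303a lacking pdr1 and pdr3 grown in galactose medium; growth measured after three days at 30 °C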
# TcdB inh = inhibitors of Clostridioides difficile toxin B glycohydrolase | P18177 | TcdB glycohydrolase enzymatic assay, plate reader | inhibition, % at 9.99 µM | hit rate 0.24% among 350,000; in the data active = inhibition above about 10%
# PriA SSB inh = inhibitors of Klebsiella pneumoniae PriA binding to SSB C-terminal tail; inhibition, % at 33 µM; hit rate 0.6% among 430,000; AlphaScreen SSBct-PriA binding, biotinylated peptide; in the data active = inhibition mostly above about 37%, no sharp cut-off; inactive = mostly below about 20%;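 also: plate controls were negative control peptide for no effect and reference peptide for full effect; strong numbers were not always called active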
# Vc quorum ag = induces V. cholerae light production without autoinducers; V. cholerae BH1578 lux reporter, luminescence, 6 h; activation, % at 18.7 µM; hit rate 0.16% among 350,000; AID 588436; in the data active = activation mostly above about 9.7%, no sharp cut-off; inconclusive = no clear call, values can overlap the other calls; inactive = mostly below about 3.7%; also: not every result past the cut was called active; inactives centre near 0; reference of the scale not given here
# Y pestis TopoI = Y. pestis Topo-I inhibition via cleavage products; Y. pestis Topo-I cleavage product accumulation, plate reader; activity, % at 10 µM; hit rate 0.064% among 360,000; AID 504884; in the data active = activity above about 50%, passing the limit was not always enough; inconclusive = no clear call, values can overlap the other calls; also: inactives centre near 2
# Anthrax LF inh2 = inhibitors of Bacillus anthracis lethal factor protease; hit rate 0.12% among 360,000; inhibition, % at 10 µM; multiplex microsphere protease cleavage assay, LF; P15917; in the data active = inhibition above about 30%; inconclusive = no clear call, values can overlap the other calls; also: plate controls were buffer without enzyme for full effect and enzyme alone for no effect
# Target sequence (P15917 whole entry, looked up): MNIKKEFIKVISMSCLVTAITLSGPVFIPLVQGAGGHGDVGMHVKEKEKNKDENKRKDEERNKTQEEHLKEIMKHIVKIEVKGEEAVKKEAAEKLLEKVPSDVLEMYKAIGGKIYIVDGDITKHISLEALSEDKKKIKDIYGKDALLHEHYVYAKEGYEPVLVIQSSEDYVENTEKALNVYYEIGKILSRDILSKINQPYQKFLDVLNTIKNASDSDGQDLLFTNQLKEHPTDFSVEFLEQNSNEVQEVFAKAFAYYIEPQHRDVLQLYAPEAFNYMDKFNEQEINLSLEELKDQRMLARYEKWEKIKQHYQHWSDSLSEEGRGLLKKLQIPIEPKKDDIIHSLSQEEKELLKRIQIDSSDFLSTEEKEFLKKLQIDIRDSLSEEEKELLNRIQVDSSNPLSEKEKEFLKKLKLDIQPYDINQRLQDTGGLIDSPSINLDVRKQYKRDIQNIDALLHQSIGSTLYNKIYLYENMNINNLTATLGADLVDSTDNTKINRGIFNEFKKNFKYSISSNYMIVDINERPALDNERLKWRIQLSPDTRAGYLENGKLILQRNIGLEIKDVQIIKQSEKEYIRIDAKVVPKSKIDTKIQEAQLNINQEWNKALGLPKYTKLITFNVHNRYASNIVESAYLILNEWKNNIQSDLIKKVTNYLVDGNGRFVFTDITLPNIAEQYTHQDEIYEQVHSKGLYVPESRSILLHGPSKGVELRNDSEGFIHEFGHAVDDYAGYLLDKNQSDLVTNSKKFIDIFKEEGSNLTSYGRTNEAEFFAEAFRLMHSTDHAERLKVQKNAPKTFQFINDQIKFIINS
# SARS 3CLpro inh = SARS-CoV 3CLpro protease inhibition. inhibition, % at 6 µM. recombinant SARS-CoV 3CLpro, quenched FRET peptide cleavage. P0C6X7. hit rate 0.14% among 290,000. AID 1706; in the data active = inhibition above about 12%
# * hit, by the source's call; i = inactive; ? = inconclusive; · = no result given.
SMILES	Rv3671c inh	MazEF act	DUSP3 inh	PfHsp40 rescue	TcdB inh	PriA SSB inh	Vc quorum ag	Y pestis TopoI	Anthrax LF inh2	SARS 3CLpro inh
Nc1ccc(O)cc1C(=O)OCC(=O)c1ccc(C2CCCCC2)cc1	4	-7	4	-1.1	·	-5	-0.2	0	-2	-1
CC1=C(C(=O)NCc2ccccc2)C(c2ccc(C)o2)n2ncnc2N1 (stereo not drawn)	2	4	18	0.0	·	-10	2.5	1	1	-4
O=C(Nc1ccc(F)cc1)C1CCCN(S(=O)(=O)c2ccc(-n3cnnn3)cc2)C1 (stereo not drawn)	4	3	28	-1.0	1.3	-8	-0.3	1	4	-2
COc1ccccc1-n1c(SC(C)C(=O)NCC2CCCO2)nc2cc(Cl)ccc2c1=O (stereo not drawn)	-9	-4	·	0.2	0.8	-2	1.6	12	-3	·
O=C(CSc1nccc(=O)[nH]1)Nc1ccc(N2CCOCC2)cc1	-7	5	8	0.3	0.6	-13	·	-4	-3	0
Cc1ccc(S(=O)(=O)CCC(=O)OCCOc2cccc(Br)c2)cc1	-8	-2	·	1.8	0.6	-7	i	36	·	·
CCOc1ccc(OCCOc2ncnc3ccccc23)cc1	0	0	19	1.4	·	-2	0.2	0	0	0
Nc1cccnc1Sc1cc(Cl)c(Cl)cc1Cl	2	6	14	1.9	·	-22	-0.7	-4	-7	8
N#Cc1ccc(NC(=S)NC(=O)C2CC2)cc1	·	8	·	·	0.8	·	-0.3	4	-6	·
CC1(C)C=Cc2cc(-c3coc4cc(O)cc(O)c4c3=O)cc(O)c2O1	11	11	·	5.7	3.2	-9	-0.5	-18	-2	·
COc1ccc(NC(=O)CC(CC(=O)O)c2cc(OC)c(OC)c(OC)c2)cc1 (stereo not drawn)	-1	-4	21	0.2	2.0	-9	5.3	2	-3	0
CCC(C)NC(=O)CSc1c2c(nc3ccccc13)CCCC2 (stereo not drawn)	-9	1	-2	0.7	-0.1	-11	i	-4	0	-5
CC(=O)Nc1ccc(N2C(=O)c3ccc(C(=O)Nc4nnc(SCc5ccc(F)cc5)s4)cc3C2=O)cc1	-4	0	-2	-1.5	·	4	i	-5	0	-2
Cc1ccccc1C(=O)N1CCC(C(=O)Nc2ccc3c(c2)OCO3)CC1	6	10	-2	-0.2	1.1	2	i	2	-3	-1
CN1CCC(CNC(=O)Nc2ccccc2)(c2ccccc2)CC1	0	9	15	-1.1	-0.3	-3	-0.2	-3	12	0
S=c1[nH]nc(-c2ccc(Cl)cc2)n1-c1cccnc1	3	8	-4	0.8	2.7	-2	i	-8	-4	4
COc1cc(C(C(=O)NCC2CCCO2)N(C(=O)Cn2nnc3ccccc32)c2ccc(C(C)=O)cc2)ccc1O (stereo not drawn)	-7	0	38	-0.7	1.9	7	-0.5	-10	17	-2
O=C(N/N=C/c1cn(-c2ccccc2)nc1-c1ccc(F)cc1)c1ccc2c(c1)OCO2	-7	5	22	-0.2	·	·	0.6	-2	-3	-1
Cn1nnnc1NCc1c(F)cccc1Cl	1	4	29	0.0	·	-2	2.8	0	1	-6
COc1ccc(S(=O)(=O)NCc2csc(C)n2)cc1	0	-3	4	-2.0	·	-16	-0.2	-6	-2	2
CC(=O)N1c2ccc(S(=O)(=O)N3CCCC(C(=O)Nc4cc(C)cc(C)c4)C3)cc2CC1C (stereo not drawn)	-29	-1	-2	-0.5	0.2	-12	-0.3	23	-16	-2
Cc1ccccc1OCc1nnc(SCc2cc(=O)[nH]c3ccccc23)n1-c1ccccc1	-4	0	13	2.0	1.2	-6	-0.4	-7	-5	3
O=C(NCc1ccc(F)cc1)C1CCCN1S(=O)(=O)c1ccc(F)cc1 (stereo not drawn)	·	1	·	·	-2.3	·	-0.8	5	-2	·
COc1ccc(-n2c(-c3ccco3)nc3ccccc3c2=O)cc1	3	1	20	-0.1	-0.3	-8	i	8	-7	-1
NC(=O)C1CCN(c2nc(C3CC3)nc3c2nnn3Cc2ccccc2Cl)CC1	-7	-1	8	1.2	·	-14	i	4	-3	-3
O=C(Nc1ccccc1)c1ccccc1Br	·	·	·	·	1.8	·	-2.3	-2	-4	·
CCCn1c(SCC(=O)NCC2CCCO2)nc2c1c(=O)n(C)c(=O)n2C (stereo not drawn)	-2	-3	-16	-0.1	1.4	-11	0.7	3	-3	-5
CC1CN(C(=O)c2scc3c2OCCO3)CC(C)O1 (stereo not drawn)	-2	-4	-9	2.2	·	-10	i	3	-1	-3
Cn1c(=O)c2c(ncn2CC(=O)OCC(=O)Nc2cccc(C#N)c2)n(C)c1=O	·	8	·	·	-0.7	·	-0.2	7	-5	·
CCNC(=O)CC1C(=O)N(c2cccc(C)c2)C(=O)N1CCC(C)C (stereo not drawn)	0	2	-32	1.1	-0.2	9	-0.6	6	11	1

# A different layout for some results above:
# Every second line gives: Rv3671c inh	MazEF act	DUSP3 inh	PfHsp40 rescue	TcdB inh	PriA SSB inh	Vc quorum ag	Y pestis TopoI	Anthrax LF inh2	SARS 3CLpro inh
CC1=C(C(=O)NCc2ccccc2)C(c2ccc(C)o2)n2ncnc2N1 (stereo not drawn)
    2	4	18	0.0	·	-10	2.5	1	1	-4
O=C(Nc1ccc(F)cc1)C1CCCN(S(=O)(=O)c2ccc(-n3cnnn3)cc2)C1 (stereo not drawn)
    4	3	28	-1.0	1.3	-8	-0.3	1	4	-2
COc1ccccc1-n1c(SC(C)C(=O)NCC2CCCO2)nc2cc(Cl)ccc2c1=O (stereo not drawn)
    -9	-4	·	0.2	0.8	-2	1.6	12	-3	·
O=C(CSc1nccc(=O)[nH]1)Nc1ccc(N2CCOCC2)cc1
    -7	5	8	0.3	0.6	-13	·	-4	-3	0
Cc1ccc(S(=O)(=O)CCC(=O)OCCOc2cccc(Br)c2)cc1
    -8	-2	·	1.8	0.6	-7	i	36	·	·
CCOc1ccc(OCCOc2ncnc3ccccc23)cc1
    0	0	19	1.4	·	-2	0.2	0	0	0
Nc1cccnc1Sc1cc(Cl)c(Cl)cc1Cl
    2	6	14	1.9	·	-22	-0.7	-4	-7	8
N#Cc1ccc(NC(=S)NC(=O)C2CC2)cc1
    ·	8	·	·	0.8	·	-0.3	4	-6	·
CC1(C)C=Cc2cc(-c3coc4cc(O)cc(O)c4c3=O)cc(O)c2O1
    11	11	·	5.7	3.2	-9	-0.5	-18	-2	·
COc1ccc(NC(=O)CC(CC(=O)O)c2cc(OC)c(OC)c(OC)c2)cc1 (stereo not drawn)
    -1	-4	21	0.2	2.0	-9	5.3	2	-3	0

# (list continues)
SMILES	Rv3671c inh	MazEF act	DUSP3 inh	PfHsp40 rescue	TcdB inh	PriA SSB inh	Vc quorum ag	Y pestis TopoI	Anthrax LF inh2	SARS 3CLpro inh
Cc1cccc(C)c1Nc1nnc(SCC(=O)c2ccc(Br)s2)s1	-23	2	3	5.8	2.1	-9	-0.4	39	1	2
CCN(CC)c1ccc(NC(=O)c2ccco2)cc1	7	-2	-4	0.2	·	18	i	0	-1	0
CCC1(C)Cc2c(sc3nc(NN)n(C)c(=O)c23)CO1 (stereo not drawn)	5	0	35	5.2	·	14	i	3	-9	0
CC(=O)Nc1ccccc1C(=O)C(=O)Nc1cccc(C(=O)N2CCC3(CC2)OCCO3)c1	4	-3	30	-0.8	1.9	1	-0.2	12	-1	3
O=C(Nc1nc(-c2ccccn2)cs1)c1ccc(F)c(S(=O)(=O)N2CCOCC2)c1	-1	-3	·	-1.1	0.5	45*	-0.4	-5	0	·
Cc1ccc(/C=N/Nc2ccc3ccccc3n2)o1	-6	6	26	-0.2	-2.0	·	i	5	2	0
O=C(COC(=O)c1ccc[n+]([O-])c1)Nc1ccccc1OC(F)F	-1	0	·	-0.7	2.3	-7	i	-2	4	·
O=C(Nc1ccc(F)cc1)c1ccc(CSc2ccc(Cl)cc2)o1	-1	6	13	25	1.0	-3	-1.6	12	10	1
CC1(C(=O)NS(=O)(=O)c2cccs2)CCN1C(=O)Cc1ccc(Cl)cc1Cl (stereo not drawn)	·	·	·	·	1.3	·	i	6	-3	·
COc1ccc(Nc2ncnc3c2cnn3-c2cccc(C)c2)cc1OC	·	10	-1	-1.0	0.0	4	·	-5	-12	·
O=C1NC(=O)N(c2ccc(F)cc2)C(=O)/C1=C/c1ccc2c(c1)CCCN2Cc1ccccc1	·	50*	8	3.8	·	-8	-0.4	12	-2	3
C=CCc1ccccc1OCC(=O)OCCNC(=O)c1cccnc1	-5	7	14	-1.2	·	-12	i	1	-4	0
Cc1ccc(-c2csc3ncnc(-n4cnc5ccccc54)c23)cc1	-10	0	14	0.7	2.1	-11	i	18	1	3
CCOCC(=O)Nc1ncc(S(=O)(=O)c2ccc([N+](=O)[O-])cc2)s1	-6	12	5	-0.4	0.7	-16	-0.3	11	6	5
O=c1[nH]c2ccccc2nc1N1CCOCC1	-4	1	15	-0.3	·	3	-0.4	-10	-2	1
O=C(Nc1ccc(N2CCOCC2)cc1)c1ccc(Cl)c(S(=O)(=O)N2CCCC2)c1	-3	9	·	1.5	4.0	0	-1.5	-6	-6	·
CC(C)(C)C(=O)NC(=S)Nc1sc2c(c1C#N)CCCCC2	-3	4	10	-1.2	·	-1	-0.2	-9	2	34*
O=C(c1cc2sccc2n1Cc1ccccc1)N1CCc2ccccc21	-3	-6	32	-1.0	·	-13	1.0	-3	-5	7
CC(C)COc1ccc(C(=O)NNC(=O)c2ccc(=O)[nH]c2)cc1	-4	-6	·	0.0	0.4	-4	-1.7	6	-7	·
COc1cccc2c(=O)c3c(cnn3C)n(C)c12	0	-7	6	1.1	·	-39	i	1	-3	-6
COc1ccc(S(=O)(=O)NCC(c2ccc(F)cc2)N2CCN(C)CC2)cc1 (stereo not drawn)	6	-2	·	-2.7	4.7	-8	i	-16	2	·
Cc1cc(C)n2nc(SCC(=O)N(C)Cc3ccccc3)nc2n1	-5	-7	13	-0.8	·	0	-1.5	-10	0	-1
COc1ccc(S(=O)(=O)N2CCC(C(=O)N(C)Cc3ccc(C)o3)CC2)cc1OC	-4	1	·	-0.9	0.2	-1	i	1	4	·
Cc1ccc(C2(c3noc(CN(C)CCO)n3)CCCC2)cc1	7	-10	9	1.1	1.8	-27	-0.1	7	-5	-5
CC(=O)Nc1ccc(Nc2cc(C)nc3c(-c4ccccc4)cnn23)cc1	1	6	21	?	·	-43	-0.3	-2	1	-3
O=C(Cc1ccc(Cl)cc1)Nc1ccncc1	0	7	11	0.2	1.0	-5	i	6	-3	3
COC(=O)C(Cc1ccccc1)NC(=O)CNC(=O)c1ccc(Br)o1 (stereo not drawn)	1	9	·	-0.7	1.2	-7	-0.6	0	-2	·
C=CCn1c(SCc2nc3ccccc3c(=O)[nH]2)nc2scc(C3CC3)c2c1=O	-38	3	-15	-0.4	0.8	-11	-2.1	18	5	1
CCc1nc2c(OCCOC)cccn2c1N(C)C(=O)Nc1ccccc1OC	·	·	·	·	0.4	·	0.1	12	-7	·
Nc1nc2ccccc2n1C(=O)c1ccccc1	5	3	12	-1.9	2.6	4	-0.2	0	0	3
Cc1ccccc1-c1ncc(CN2CCC(CO)(CCCc3ccccc3)CC2)cn1	5	-2	25	1.1	-1.9	-6	-0.9	26	-1	3
COCc1cc(CN2CCN(C)CC2)c(O)c2ncccc12	6	-3	18	1.2	·	98	-0.4	6	?	-3
Cc1cccc(-n2nc3c(c2NC(=O)C(C)C)CSC3)c1	-3	3	-27	0.3	0.7	-9	i	2	-3	0

# The list is partial (hit frequency here may not be typical).
